# Bioassay records from PubChem.
# KDM4C inh = inhibitors of human demethylase GASC-1 KDM4C | GST-KDM4C 2-372, H3K9me3 peptide, LANCE TR-FRET | inhibition, % at 12.5 µM | actives 0.15% (n = 96,000);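 active = mean replicate inhibition above about 25%, with at least 55% of replicates also reaching it, limit read from the data, passing the limit was not always enough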
# Target sequence (Q9H3R0 2-372 limits assumed): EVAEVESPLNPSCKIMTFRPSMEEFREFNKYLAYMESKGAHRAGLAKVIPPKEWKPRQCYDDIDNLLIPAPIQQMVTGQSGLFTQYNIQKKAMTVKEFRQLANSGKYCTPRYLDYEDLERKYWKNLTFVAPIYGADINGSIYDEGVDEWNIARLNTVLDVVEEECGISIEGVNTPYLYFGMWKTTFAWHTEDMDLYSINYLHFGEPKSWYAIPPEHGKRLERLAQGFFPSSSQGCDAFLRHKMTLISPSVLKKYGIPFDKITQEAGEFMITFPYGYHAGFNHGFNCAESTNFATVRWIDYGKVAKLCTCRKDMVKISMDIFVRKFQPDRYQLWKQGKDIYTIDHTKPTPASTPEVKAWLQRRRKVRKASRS
#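 Material: GST-tagged GASC-1 (JMJD2C) catalytic fragment, aa 2-372. Input: enzyme final amount 10 nM. Medium: HEPES buffer, pH 7.5, plus ascorbate. Reagent: H3K9me3 peptide substrate, Fe(II), 2-oxoglutarate. Doses: single dose. Times: reaction 30 min RT, detection step 1 h RT. Measured by: LANCE TR-FRET. Evaluation: Fall in 671/618 emission ratio as inhibition.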
# C diff HTS = inhibitors of Clostridium difficile growth | Clostridium difficile clinical isolate growth, OD600, 24 h; active compounds read low | growth activity, negative = inhibition, % at 16 µg/mL (by protocol) | actives 0.25% (n = 86,000);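 active = mean growth activity at or below -80% and every replicate also at or below -80%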;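 note: 0% = DMSO wells and -100% = levofloxacin 16 µg/mL wells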
# Pf Dd2 inh = inhibitors of Plasmodium falciparum Dd2 growth; P. falciparum Dd2 growth, SYBR Green, 72 h; active compounds read low; activity change, % at 10 µM; actives 2.3% (n = 94,000); AID 1159554; in the data active = activity change below about -80%
# Tcruzi prolif = blocks T. cruzi growth in NIH3T3 culture; T. cruzi beta-gal in NIH3T3, GalScreen luminescence, 90 h; inhibition, % at 8.34 µM; actives 5.9% (n = 77,000);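 active = mean inhibition above about 93%, with at least 55% of replicates each passing it, limit read from the data, passing the limit was not always enough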
# Starred values were filed as active, the others as inactive; . = not tested or not shown; & = joins results of further samples; ! = not confirmed by another sample.
SMILES,KDM4C inh,C diff HTS,Pf Dd2 inh,Tcruzi prolif
C[C@H](O)C#Cc1ccc2c(c1)O[C@@H](CN(C)Cc1ccc(-c3ccccc3)cc1)[C@H](C)CN([C@@H](C)CO)S2(=O)=O,-2.6,1.1&0.2,-45.2&-47.8,113.1*!
O=S(=O)(c1ccc(F)cc1)N1CCCCN2[C@H](CO)[C@@H](c3ccc(-c4cncnc4)cc3)[C@@H]2C1,-0.4,-3.9,20.1,45.6
COc1ccc(CN(C)C[C@H]2OCCCC[C@H](C)Oc3ccc(NC(=O)c4ccncc4)cc3C(=O)N([C@@H](C)CO)C[C@H]2C)cc1,-2.6,-3.6,-52.5,-28.4
CC(C)NC(=O)N(C)C[C@@H]1Oc2ccc(NC(=O)Nc3ccc(F)cc3)cc2C(=O)N([C@H](C)CO)C[C@@H]1C,-0.2,1.8,-8.2,.
Cc1ccccc1S(=O)(=O)N[C@H]1CC[C@@H](CCn2cc(-c3ccccc3)nn2)O[C@H]1CO,-1.5,-6.6,-31.6,35.9
C[C@@H]1CCCCO[C@@H](CN(C)C(=O)CCC(F)(F)F)[C@H](C)CN([C@@H](C)CO)C(=O)c2cc(NS(=O)(=O)c3ccc(Cl)cc3)ccc2O1,0.5,-5.1,17.5,88.6
Cc1noc(C)c1NC(=O)Nc1cccc2c1O[C@H](CN(C)Cc1ccc(-c3ccccc3)cc1)[C@@H](C)CN([C@H](C)CO)C2=O,-0.5,-9.0,-21.5,88.8
CCC(=O)N1CCC2(CC1)CN(Cc1ccc(Cl)cc1)[C@H](CO)c1[nH]c3cc(OC)ccc3c12,-2.3,9.0,-88.1*,.
COc1ccc(S(=O)(=O)N(C)C[C@@H]2Oc3ccc(NS(=O)(=O)c4ccccc4)cc3CC(=O)N([C@H](C)CO)C[C@@H]2C)cc1,2.9,4.5,-20.1,50.6
C[C@H]1CN([C@@H](C)CO)C(=O)c2cc(NC(=O)Nc3ccc(F)cc3)ccc2O[C@H]1CN(C)Cc1ccc2c(c1)OCO2,1.4,-0.2,10.9,.
C[C@H]1CCCCO[C@@H](CN(C)C(=O)CCC(F)(F)F)[C@@H](C)CN([C@@H](C)CO)C(=O)c2cc(NS(=O)(=O)c3ccccc3)ccc2O1,-1.0,-3.2,-32.5,47.7
C[C@H](CO)N1C[C@H](C)[C@@H](CN(C)Cc2ccc(-c3ccccc3)cc2)Oc2c(NC(=O)C3CCCCC3)cccc2C1=O,1.0,-4.0,-25.6,-68.6
O=C(NCC[C@@H]1CC[C@H](NC(=O)C2CCCCC2)[C@@H](CO)O1)c1ccc(F)cc1,-2.1,.,8.2,-22.1
Cc1ccc(S(=O)(=O)N2C[C@H](O)COC[C@H]3O[C@@H](CC(=O)N[C@@H]4CCN(Cc5ccccc5)C4)CC[C@@H]32)cc1,-0.5,.,-7.6,97.9*
C[C@@H]1CN([C@H](C)CO)C(=O)c2cc(C#CC3(O)CCCC3)cnc2O[C@H]1CN(C)C(=O)C1CCOCC1,-0.7,-6.0,30.0,.
O=C(N[C@@H]1CC[C@@H](CC(=O)N2CCN(c3ccccc3)CC2)O[C@H]1CO)c1ccncc1,1.5,-2.6,12.1,-18.9
C[C@H]1CCCCO[C@@H](CN(C)Cc2ccc(C(F)(F)F)cc2)[C@@H](C)CN([C@@H](C)CO)C(=O)c2cc(NC(=O)CCCN(C)C)ccc2O1,2.5,0.3,-85.1*,72.7
COc1ccc2c3c([nH]c2c1)[C@H](CO)N(C(=O)Nc1ccc(F)cc1)CC31CCN(C(=O)Nc2c(C)noc2C)CC1,-2.3,3.8,-35.3,.
COc1ccc(NC(=O)N[C@H]2CC[C@@H](CCn3cc(C4(O)CCCC4)nn3)O[C@H]2CO)cc1,0.3,-0.7,-16.2,-12.4
O=C(C[C@H]1CC[C@@H]2[C@H](COC[C@@H](O)CN2C(=O)C2CC2)O1)NCc1ccncc1,0.4,2.8,8.7,19.2
Cc1ccc(S(=O)(=O)N[C@H]2C=C[C@@H](CC(=O)NCCc3ccncc3)O[C@@H]2CO)cc1,2.1,-0.7,14.1,17.7
O=C(C[C@@H]1CC[C@@H](NC(=O)c2ccc(F)cc2)[C@@H](CO)O1)NCCc1ccccc1,-1.8,.,0.7,3.3
CNC[C@@H]1OCCCC[C@@H](C)Oc2ccc(NS(=O)(=O)c3ccc(Cl)cc3)cc2C(=O)N([C@H](C)CO)C[C@@H]1C,-1.3,2.6,-6.9,86.6
CC(C)[C@@H](C)NC(=O)N(C)C[C@@H]1OCc2ccccc2-c2ccccc2C(=O)N([C@H](C)CO)C[C@H]1C,1.6,-5.9,24.7,-2.5
CCCC(=O)Nc1ccc2c(c1)OC[C@H](C)N(Cc1cncnc1)C[C@@H](C)[C@@H](OC)CN(C)C2=O,-0.9,.,22.0,-24.5
CCNC(=O)[C@@H]1[C@@H](CO)[C@@H]2Cn3c(ccc(-c4ccccc4F)c3=O)[C@H]1N2CCC(F)(F)F,-1.3,-1.7,3.2,-17.6
COCC(=O)Nc1ccc2c(c1)C(=O)N(C)C[C@@H](OC)[C@@H](C)CN(Cc1ccccc1OC)[C@@H](C)CO2,0.7,1.9,-0.9,-7.9
CCCNC(=O)N(C)C[C@H]1Oc2ncc(C3=CCCCC3)cc2C(=O)N([C@H](C)CO)C[C@H]1C,-1.5,8.8,15.2,25.3
O=C(Nc1cccc(F)c1)N1C[C@@H]2[C@H](c3ccccc31)[C@@H](CO)N2C(=O)c1ccccc1F,-2.3,5.9,-0.1,-4.9
C[C@@H]1CN([C@H](C)CO)C(=O)c2ccccc2-c2ccccc2CO[C@H]1CN(C)S(=O)(=O)c1ccc(C(F)(F)F)cc1,-0.4,2.9,-51.7,95.7*
C[C@@H]1CN([C@@H](C)CO)C(=O)c2cccc(N(C)C)c2O[C@H]1CN(C)Cc1ccc(Cl)c(Cl)c1,-0.4,-9.6,-41.7,56.1
CN1c2ccc(-c3cccc(F)c3)cc2[C@@H]2[C@@H](CCN2C(=O)Cc2ccccc2)[C@@H]1CO,-7.5,71.2,17.5,20.1
C/C=C/c1ccccc1[C@H]1[C@H](C#N)N(C(=O)c2cccnc2)[C@H]1CO,-2.5,-4.9,13.6,.
C[C@@H]1CN([C@H](C)CO)C(=O)c2cc(NC(=O)Nc3ccc4c(c3)OCO4)ccc2O[C@@H](C)CCCCO[C@@H]1CN(C)C(=O)CCC(F)(F)F,0.9,2.3,-25.9,15.9
O=C(C[C@H]1CC[C@H](NC(=O)CN2CCOCC2)[C@H](CO)O1)NC1CCCCC1,-1.0,.,1.1,-17.3
CO[C@H]1CC[C@H]2CCOc3c(C#N)cccc3C(=O)N(C)[C@@H](C)C(=O)N(C)C[C@H]1O2,-1.1,.,12.4,-9.1
O=C(C[C@@H]1C=C[C@@H](NC(=O)Nc2ccccc2F)[C@H](CO)O1)NCc1ccc(Cl)cc1,-1.3,1.8,3.5,9.8
O=C(CCN1CCCCC1)NCC[C@@H]1CC[C@@H](NC(=O)C2CCCC2)[C@@H](CO)O1,2.0,-5.2,5.5,-10.4
C[C@@H]1CN([C@@H](C)CO)S(=O)(=O)c2ccc(C#CC(C)(C)O)cc2O[C@@H]1CN(C)C(=O)C1CC1,1.6,.,34.3,19.5
Cc1noc(C)c1NC(=O)Nc1cccc2c1O[C@H](CN(C)C(=O)NC1CCCCC1)[C@@H](C)CN([C@H](C)CO)C2=O,1.6,1.4,2.3,10.1
CCCNC(=O)N1CC2(CCN(Cc3cccnc3)CC2)c2c(n(C)c3cc(OC)ccc23)[C@@H]1CO,1.4,-2.6,-59.1,.
CO[C@H]1CN(C)C(=O)c2cc(NC(=O)c3cc(C)on3)ccc2OC[C@H](C)N(C(C)=O)C[C@@H]1C,0.1,.,10.3,26.1
COc1cccc(C#Cc2cnc3c(c2)C(=O)N([C@@H](C)CO)C[C@H](C)[C@@H](CN(C)C(C)=O)O3)c1,-1.9,-2.6,-15.1,-12.9
CCCNC(=O)C[C@H]1CC[C@H]2[C@@H](COc3ccc(NC(=O)c4cccc(OC)c4)cc3C(=O)N2C)O1,-0.8,-2.9,-12.2,-48.5
O=C(C[C@H]1C[C@@H]2c3cc(NC(=O)C4CCOCC4)ccc3O[C@@H]2[C@@H](CO)O1)NCC(F)(F)F,-0.7,0.3,14.2,-26.1
O=C(C1CCOCC1)N1CC(=O)N2[C@H](CO)[C@H](c3ccc(Br)cc3)[C@@H]2C1,1.9,-0.5,17.3,.
CN(C)C(=O)c1cccc(-c2ccc([C@H]3[C@@H](CO)N4CCCCN(C(=O)C5CCC5)C[C@@H]34)cc2)c1,1.0,-4.8,-0.6,105.3*
C[C@@H]1CN([C@H](C)CO)S(=O)(=O)c2ccc(C3=CCCCC3)cc2O[C@H]1CN(C)C(=O)CC1CC1,-0.5,-0.3,-11.1,82.7
N#C[C@@H]1[C@H](c2ccccc2-c2ccccc2F)[C@@H](CO)N1C(=O)Cc1ccccc1,-0.6,-16.4,15.3,.
COc1ccc(NC(=O)Nc2ccc3c(c2)C(=O)N([C@H](C)CO)C[C@H](C)[C@@H](CN(C)Cc2ccccc2)OCCCC[C@@H](C)O3)cc1,0.8,-3.2,-25.7,-6.1
C[C@H](CO)N1C[C@H](C)[C@@H](CN(C)CC2CC2)Oc2c(NC(=O)Nc3ccccc3)cccc2C1=O,-0.5,0.8,-10.0,.
C[C@H](CO)N1C[C@H](C)[C@H](CN(C)C(=O)Nc2ccc(C(F)(F)F)cc2)OCCCC[C@H](C)Oc2ccc(NS(=O)(=O)c3ccc(Cl)cc3)cc2C1=O,-1.1,6.6,1.1,83.6
N#Cc1cccc(-c2ccc3c(c2)[C@@H]2[C@@H](CCN2C(=O)C2CCCCC2)[C@H](CO)N3)c1,-0.7,10.5,-14.7,82.8
COc1ccc(S(=O)(=O)N2C[C@H](O)COC[C@@H]3O[C@@H](CC(=O)NCCCN4CCOCC4)CC[C@H]32)cc1,2.0,.,15.3,-56.6
O=C(C[C@@H]1CC[C@H]2[C@@H](COC[C@@H](O)CN2Cc2cccc(C(F)(F)F)c2)O1)NCc1ccc(F)cc1,0.0,.,1.4,23.8
CC(C)NC(=O)N(C)C[C@@H]1Oc2ccc(NC(=O)CCC(F)(F)F)cc2CC(=O)N([C@H](C)CO)C[C@H]1C,-1.3,0.4&-3.1,-2.9,.
C[C@@H]1CN([C@@H](C)CO)C(=O)Cc2cc(NC(=O)C3CCCCC3)ccc2O[C@@H]1CN(C)Cc1ccc(Oc2ccccc2)cc1,0.0,5.6,15.6,27.1
O=C(c1ccc2c(c1)OCO2)N1CC[C@@H]2[C@H](CO)Nc3ccc(C#Cc4ccccc4)cc3[C@@H]21,-0.5,-1.4,-18.8,75.6
C[C@H](CO)N1C[C@H](C)[C@H](CN(C)C(=O)NC2CCCCC2)Oc2c(NS(C)(=O)=O)cccc2C1=O,-1.0,4.0,1.1,.
C[C@H]1CN([C@@H](C)CO)C(=O)Cc2cc(NC(=O)CCN3CCOCC3)ccc2O[C@H]1CN(C)C(=O)Nc1ccc(F)cc1,2.1,-4.2,-0.5,10.6
COc1ccc(NC(=O)Nc2cccc3c2O[C@@H](CN(C)Cc2ccc(-c4ccccc4)cc2)[C@@H](C)CN([C@@H](C)CO)C3=O)cc1,-1.4,1.0,1.5,46.5
Cn1cnc(S(=O)(=O)N2CCCCN3[C@@H](CO)[C@H](c4ccc(C5=CCCC5)cc4)[C@@H]3C2)c1,.,-5.0,-24.4,6.8
COc1ccc(C#Cc2ccc([C@@H]3[C@@H](CO)N4C(=O)CN(C(C)=O)C[C@H]34)cc2)cc1,0.1,-18.7,-1.5,.

# Some of the entries above in a different format.
CCCNC(=O)C[C@H]1CC[C@H]2[C@@H](COc3ccc(NC(=O)c4cccc(OC)c4)cc3C(=O)N2C)O1
  KDM4C inh = -0.8	C diff HTS = -2.9	Pf Dd2 inh = -12.2	Tcruzi prolif = -48.5

N#Cc1cccc(-c2ccc3c(c2)[C@@H]2[C@@H](CCN2C(=O)C2CCCCC2)[C@H](CO)N3)c1
  KDM4C inh = -0.7	C diff HTS = 10.5	Pf Dd2 inh = -14.7	Tcruzi prolif = 82.8

CO[C@H]1CN(C)C(=O)c2cc(NC(=O)c3cc(C)on3)ccc2OC[C@H](C)N(C(C)=O)C[C@@H]1C
  KDM4C inh = 0.1	C diff HTS = .	Pf Dd2 inh = 10.3	Tcruzi prolif = 26.1

C[C@@H]1CN([C@H](C)CO)C(=O)c2cc(NC(=O)Nc3ccc4c(c3)OCO4)ccc2O[C@@H](C)CCCCO[C@@H]1CN(C)C(=O)CCC(F)(F)F
  KDM4C inh = 0.9	C diff HTS = 2.3	Pf Dd2 inh = -25.9	Tcruzi prolif = 15.9
